Screening data: PubChem, National Center for Advancing Translational Sciences (NCATS)
GAA inhib = qHTS Assay for Inhibitors of Human alpha-Glucosidase as a Potential Chaperone Treatment of Pompe Disease; Lysosomal alpha-glucosidase (Homo sapiens), P10253; purified human GAA, 4-MU-alpha-glucoside fluorescence; Potency, µM (highest dose often 76.9 µM), inactives show top-dose activity change, negative = inhibition, hits mostly inhibitors; hit rate 0.005% among 200,000;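 further: plate controls were uninhibited enzyme wells for no effect and no-enzyme background for full effect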
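AC50 values come from Hill fits of compound titrations (up to 77 uM) against 4 nM human enzyme. Substrate 4-methylumbelliferyl-alpha-D-pyranoside at 400 uM, pH 5.0 citrate buffer, 20 min room temperature; fluorescence Ex 365/Em 440 after alkaline stop.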
Tau fibril ThT = qHTS for Inhibitors of Tau Fibril Formation, Thioflavin T Binding; Microtubule-associated protein tau (Homo sapiens), P10636; recombinant tau K18 P301L, heparin-induced fibrillization, ThT fluorescence; Potency, µM (highest dose often 57.4 µM), for inactives: top-dose activity, negative = inhibition, most hits filed as inhibitors; hit rate 2.1% among 270,000; AID 1460, 2008; further: on the % scale 0 is the no-effect control and ±100 the full control effect; nearly all actives have a fitted effect of over 55% in size
Target sequence (P10636 561-689 P618L limits assumed): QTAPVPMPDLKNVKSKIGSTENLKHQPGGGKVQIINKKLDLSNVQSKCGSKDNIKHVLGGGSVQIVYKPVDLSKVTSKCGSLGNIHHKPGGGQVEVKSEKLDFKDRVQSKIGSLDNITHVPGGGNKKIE
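Fibril formation assay: tau K18 P301L at 15 uM with trace Alexa 594 label, heparin inducer 20 uM, pH 7 sodium acetate buffer, 37 C for 6 hr; endpoint ThT signal.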
Tau FP inhib = qHTS for Inhibitors of Tau Fibril Formation, Fluorescence Polarization; Microtubule-associated protein tau (Homo sapiens), P10636; Potency, µM (top dose mostly 57.7 µM), without a hit: top-dose activity, negative = inhibition, actives largely listed as inhibitors; hit rate 0.39% among 280,000; K18 P301L tau heparin fibrillization, Alexa594 FP, 6 h; AID 1468, 2008; further: on the % scale 0 is the no-effect control and ±100 the full control effect; nearly all actives have a fitted effect of over 55% in size
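Recombinant K18 P301L […], labeled with Alexa 594 at 0.24 uM over 15 uM unlabeled; heparin inducer 20 uM final; 37 C, 6 hr; FP endpoint.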
aGal spleen mod = qHTS Assay for Inhibitors and Activators of Human alpha-Galactosidase From Spleen Homogenate. AID 2107, 2009. Potency, µM (series often up to 80 µM), inactives show top-dose activity change, negative = inhibition, usual class: inhibitors. hit rate 0.008% among 240,000. human spleen homogenate, 4MU-alpha-Gal fluorescence, 40 min;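 further: 0% = enzyme with vehicle and -100% = no enzyme basal signal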
Target sequence (P06280 32-429 limits assumed): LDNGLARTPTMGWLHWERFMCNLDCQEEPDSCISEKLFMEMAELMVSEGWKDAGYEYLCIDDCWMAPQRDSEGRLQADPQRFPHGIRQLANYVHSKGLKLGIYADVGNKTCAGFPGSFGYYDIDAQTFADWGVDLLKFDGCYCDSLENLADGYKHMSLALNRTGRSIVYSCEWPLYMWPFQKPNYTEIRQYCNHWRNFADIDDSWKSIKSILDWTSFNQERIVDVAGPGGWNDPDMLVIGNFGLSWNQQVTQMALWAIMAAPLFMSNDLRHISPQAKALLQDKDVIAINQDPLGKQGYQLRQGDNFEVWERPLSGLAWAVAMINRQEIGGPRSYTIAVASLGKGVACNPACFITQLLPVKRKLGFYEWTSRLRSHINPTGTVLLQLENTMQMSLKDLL
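qHTS titration in buffer at pH 5.0. Alpha-galactosidase activity in spleen homogenate was measured via 4-methylumbelliferone release from 1 mM fluorogenic substrate after 40 min at 37C and a pH 10 stop. AC50 came from Hill fits of control-normalized data.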
GAA spleen mod = qHTS Assay for Inhibitors and Activators of Human alpha-Glucosidase From Spleen Homogenate | Lysosomal alpha-glucosidase (Homo sapiens), P10253 | human spleen homogenate, 4-MU-alpha-glucoside fluorescence | Potency, µM (titrated, usually from 79.9 µM), for inactives: top-dose activity change, negative = inhibition, usual class: inhibitors | hit rate 0.006% among 240,000 | AID 2112, 2009;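 further: 0% = enzyme with vehicle and -100% = no enzyme basal signal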
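Enzyme source: human spleen homogenate, 1 ug/well. Buffer 50 mM citric acid/K phosphate pH 5.0, 0.01% Tween-20. 4-MU-alpha-glucoside 1 mM; 37 C x 40 min; NaOH/glycine stop; fluorescence.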
HTT cytoprotect = qHTS Multiplex Assay to Identify Dual Action Probes in a Cell Model of Huntington: Cytoprotection (ATP); PC12 HTT-Q103 induced, cytoprotection, ATP luminescence, 40 h; Potency, µM (highest dose often 56.4 µM), for the others: cytoprotection (ATP increase), hits mostly activators; hit rate 0.14% among 230,000;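 further: % of control where 0% means no effect; nearly all actives have a fitted effect of over 45% in size; toxic huntingtin expression switched on by the ecdysone agonist tebufenozide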
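PC12 cells stably carrying ecdysone-inducible Htt exon 1 (Q103)–GFP were induced with 100 nM tebufenozide (final) alongside library compounds in a dose series. Cytoprotection was scored as retained ATP by ATPlite luminescence.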
Tau fluor counter = Counterscreen qHTS for Inhibitors of Tau Fibril Formation, Fluorescence Polarization | tau K18 P301L Alexa594 fluorescence, heparin fibrillization | Potency, µM (series often up to 57.7 µM), for the others: at the highest dose activity change, negative = decrease | hit rate 0.93% among 280,000 | AID 1463, 2008; further: on the % scale 0 is the no-effect control and ±100 the full control effect; nearly all actives have a fitted effect of over 55% in size
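Human tau K18 P301L (15 uM unlabeled, 0.24 uM Alexa 594-labeled) in 100 mM sodium acetate pH 7 with 20 uM heparin, 6 hr at 37 C. ThT 30 uM added, 1 hr ambient; Alexa 594 FP and total fluorescence read at 555/632 nm.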
GAA glycogen mod = qHTS Assay for Inhibitors and Activators of Human alpha-Glucosidase Cleavage of Glycogen; hit rate 0.38% among 300,000; Potency, µM (titrated, usually from 76.4 µM), without a hit: at the highest dose activity change, negative = inhibition, usual class: inhibitors; AID 2100, 2009; recombinant GAA, glycogen substrate, Amplex Red glucose oxidase fluorescence;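 further: 0% = full enzyme reaction and -100% = no-enzyme basal signal; the screen sought inhibitors and activators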
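Recombinant human enzyme (4 nM); glycogen substrate; 37 C, 40 min, pH 5.0. Readout: coupled glucose oxidase/Amplex Red fluorescence.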
The depositor's hits bear a star; & = joins results of further samples; [ ] = another dose, or the depositor's remark. The call rests on the fitted dose curve; in most records, active means well fitted curve in the direction sought with a large enough effect; inconclusive means small, poorly fitted or top-dose-only effect, or another doubt; inactive means no such curve, though single readings can be large; an effect the other way counts as inactive or inconclusive. Potency means the concentration at half of the fitted maximal effect. Compounds were not picked by outcome, and some 3.3% of all compounds hit somewhere here.

What do the screens show for `CC(C)Cn1cc(C(=O)NCC2CCCO2)c2c3ccccc3n(C)c2c1=O` (configuration not stated)?
GAA inhib: 9%; Tau fibril ThT: -8%; Tau FP inhib: 0%; aGal spleen mod: -8%; GAA spleen mod: -4%; HTT cytoprotect: 12%[10 µM]; Tau fluor counter: -8%; GAA glycogen mod: 5%

Results for O=[N+]([O-])c1cccc2cn[nH]c12 ?
GAA inhib: -1%[15.4 µM]; Tau fibril ThT: 9%&-12%&-19%&-23%; Tau FP inhib: 3%&-7%&1%&5%; aGal spleen mod: 9%&4%&-14%&1%; GAA spleen mod: 2%&0%&4%&9%; HTT cytoprotect: -28%; Tau fluor counter: 5%&-11%&-7%&-6%; GAA glycogen mod: -21%

How did COc1cc(-c2cn(S(=O)(=O)c3cccc4nsnc34)nc2N)cc(OC)c1OC do in these assays?
GAA inhib: -4%; Tau fibril ThT: inconclusive; Tau FP inhib: 4%; aGal spleen mod: -5%; GAA spleen mod: inconclusive; HTT cytoprotect: 14%; Tau fluor counter: inconclusive; GAA glycogen mod: inconclusive

How did N#CC(C(N)=O)=C1CCCCC1 do in these assays?
Tau fibril ThT: -5%; Tau FP inhib: 2%; aGal spleen mod: 1%; GAA spleen mod: 0%; HTT cytoprotect: 8%[10 µM]; Tau fluor counter: 1%; GAA glycogen mod: 5%

What do the screens show for `C/C(=N\NC(=O)c1cccc(F)c1)c1cccc(NC(=O)c2ccc(F)cc2)c1`?
GAA inhib: 5%; Tau fibril ThT: -13%; Tau FP inhib: inconclusive; aGal spleen mod: 1%; GAA spleen mod: 1%; HTT cytoprotect: inconclusive; Tau fluor counter: -10%; GAA glycogen mod: -11%

How did CCOC(=O)c1c(NC(=O)C2C3C=CC(C3)C2C(=O)O)sc2c1CCC(CC)C2 (configuration not stated) do in these assays?
GAA inhib: 1%; Tau fibril ThT: -6%; Tau FP inhib: 7%; aGal spleen mod: 1%; GAA spleen mod: -5%; Tau fluor counter: -9%; GAA glycogen mod: -8%

What do the screens show for `CCCNC(=O)c1ccc(CN2CCOCC2)cc1`?
GAA inhib: 15%; Tau fibril ThT: 5%; Tau FP inhib: 9%; aGal spleen mod: -8%; GAA spleen mod: -4%; HTT cytoprotect: 3%[10 µM]; Tau fluor counter: 11%; GAA glycogen mod: 26%

Results for CCc1nnc(NC(=O)C2CCC2)s1 ?
GAA inhib: inconclusive; Tau fibril ThT: 3%; Tau FP inhib: 11%; aGal spleen mod: 1%; GAA spleen mod: 5%; HTT cytoprotect: -17%[0.074 µM]; Tau fluor counter: 3%; GAA glycogen mod: 1%

Results for CCCNC(=O)c1cnn2c(C(F)F)cc(-c3ccccc3)nc12 ?
Tau fibril ThT: -10%; Tau FP inhib: 11%; Tau fluor counter: -3%; GAA glycogen mod: -7%[76.3 µM]

How did Cc1ccc(-c2nc(-c3cccnc3)sc2CC(=O)Nc2ccc3nc(C)sc3c2)cc1 do in these assays?
GAA inhib: -1%; Tau fibril ThT: inconclusive; Tau FP inhib: -1%; aGal spleen mod: 0%; GAA spleen mod: 0%; HTT cytoprotect: 11%[10 µM]; Tau fluor counter: inconclusive; GAA glycogen mod: 4%

How did Cc1ccc(NC(=O)CCC(=O)OCC(=O)c2ccc(Oc3ccc([N+](=O)[O-])cc3)cc2)c(C)c1 do in these assays?
GAA inhib: 6%; Tau fibril ThT: inconclusive; Tau FP inhib: -11%; aGal spleen mod: 6%; GAA spleen mod: 2%; HTT cytoprotect: 1%; Tau fluor counter: -9%; GAA glycogen mod: 7%

How did NS(=O)(=O)c1ccc(CCNC2CC(=O)N(CCc3ccccc3)C2=O)cc1 (configuration not stated) do in these assays?
GAA inhib: -2%; Tau fibril ThT: 9%; Tau FP inhib: 1%; aGal spleen mod: -6%; GAA spleen mod: -19%; HTT cytoprotect: -2%; Tau fluor counter: 1%; GAA glycogen mod: 2%

Results for COc1ccc(C(=O)CSc2nnc(-c3ccoc3C)n2CC2CCCO2)cc1 (configuration not stated) ?
GAA inhib: -4%; Tau fibril ThT: inconclusive; Tau FP inhib: -11%; aGal spleen mod: -12%; GAA spleen mod: -11%; HTT cytoprotect: -16%[10 µM]; Tau fluor counter: -4%; GAA glycogen mod: -1%

Results for COc1cc(NS(=O)(=O)c2ccc(N/C=C(\C#N)c3nc4ccccc4o3)cc2)nc(OC)n1 ?
GAA inhib: -5%; Tau fibril ThT: inconclusive; Tau FP inhib: -6%; aGal spleen mod: -8%; GAA spleen mod: -13%; HTT cytoprotect: -13%; Tau fluor counter: -18%; GAA glycogen mod: 2%

How did COc1ccc(-c2cc(C(F)(F)F)nc(N3CCN(C)CC3)n2)cc1OC do in these assays?
GAA inhib: -7%; Tau fibril ThT: inconclusive; Tau FP inhib: -6%; aGal spleen mod: -9%; GAA spleen mod: -12%; HTT cytoprotect: -29%; Tau fluor counter: -11%; GAA glycogen mod: -6%

What do the screens show for `CCOC(=O)N1CCN(C(=O)Cn2ncc3ccccc32)CC1`?
GAA inhib: -3%; Tau fibril ThT: -16%; Tau FP inhib: -12%; aGal spleen mod: 2%; GAA spleen mod: 6%; HTT cytoprotect: -1%[10 µM]; Tau fluor counter: 0%; GAA glycogen mod: 2%

What do the screens show for `CNC(=O)c1sccc1SCc1ccc(Cl)cc1Cl`?
GAA inhib: -7%; Tau fibril ThT: -11%; Tau FP inhib: 1%; aGal spleen mod: 9%; GAA spleen mod: 2%; HTT cytoprotect: -14%; Tau fluor counter: -15%; GAA glycogen mod: -9%

What do the screens show for `O=c1[nH]c2cnccc2n1-c1ccccc1`?
GAA inhib: 4%; Tau fibril ThT: -1%; Tau FP inhib: 1%; aGal spleen mod: 6%; GAA spleen mod: -4%; HTT cytoprotect: 7%; Tau fluor counter: 2%; GAA glycogen mod: 6%

What do the screens show for `Cc1ccc(-n2ncc3c(=O)n(CC(=O)N4CCN(c5ccccc5F)CC4)cnc32)cc1C`?
GAA inhib: 0%; Tau fibril ThT: -13%; Tau FP inhib: -1%; aGal spleen mod: -14%; GAA spleen mod: -11%; HTT cytoprotect: 11%[10 µM]; Tau fluor counter: -2%; GAA glycogen mod: -1%

What do the screens show for `CC(=O)N1CCN(CC(=O)Nc2ccccc2Sc2ccccc2)CC1`?
GAA inhib: -3%; Tau fibril ThT: 3%; Tau FP inhib: -2%; aGal spleen mod: 10%; GAA spleen mod: -6%; HTT cytoprotect: 18%[10 µM]; Tau fluor counter: -1%; GAA glycogen mod: 8%

How did C=CCNC(=O)N1CCc2nc(COc3ccccc3)c3c(c2C1)CO[C@@H](C)C3 do in these assays?
Tau fibril ThT: -5%[11.5 µM]; Tau FP inhib: -1%[11.6 µM]; aGal spleen mod: 3%[17.5 µM]; GAA spleen mod: 1%[17.4 µM]; HTT cytoprotect: -25%[10 µM]; Tau fluor counter: -9%[11.6 µM]

How did CCOc1ccccc1NC(=O)CSc1nc2c(oc3ccccc32)c(=O)n1Cc1ccco1 do in these assays?
Tau fibril ThT: -13%; Tau FP inhib: -6%; Tau fluor counter: -18%; GAA glycogen mod: -6%[76.3 µM]

What do the screens show for `Cn1c(SCC(=O)OC2CCCCC2)nnc1-c1ccc(S(=O)(=O)N2CCCC2)cc1`?
GAA inhib: -7%; Tau fibril ThT: 11%; Tau FP inhib: 0%; aGal spleen mod: -2%; GAA spleen mod: -5%; HTT cytoprotect: -4%[10 µM]; Tau fluor counter: 5%; GAA glycogen mod: -4%

What do the screens show for `Cc1ccc(S(C)(=O)=NC(=O)c2cc(C)on2)cc1` (configuration not stated)?
GAA inhib: 3%; Tau fibril ThT: -8%; Tau FP inhib: -10%; aGal spleen mod: -6%; GAA spleen mod: -4%; HTT cytoprotect: 1%[10 µM]; Tau fluor counter: -14%; GAA glycogen mod: -3%

Results for O=C(Nc1ccc(F)cc1)c1cc(-c2ccccc2)no1 ?
GAA inhib: 4%; Tau fibril ThT: -1%; Tau FP inhib: -1%; aGal spleen mod: -2%; GAA spleen mod: 1%; HTT cytoprotect: -21%; Tau fluor counter: 4%; GAA glycogen mod: 11%

Random excerpt: 4 records from the list, in no set order.
Results for O=[N+]([O-])c1cccc2cn[nH]c12 ?
GAA inhib: -1%[15.4 µM]; Tau fibril ThT: 9%&-12%&-19%&-23%; Tau FP inhib: 3%&-7%&1%&5%; aGal spleen mod: 9%&4%&-14%&1%; GAA spleen mod: 2%&0%&4%&9%; HTT cytoprotect: -28%; Tau fluor counter: 5%&-11%&-7%&-6%; GAA glycogen mod: -21%

What do the screens show for `Cc1ccc(-n2ncc3c(=O)n(CC(=O)N4CCN(c5ccccc5F)CC4)cnc32)cc1C`?
GAA inhib: 0%; Tau fibril ThT: -13%; Tau FP inhib: -1%; aGal spleen mod: -14%; GAA spleen mod: -11%; HTT cytoprotect: 11%[10 µM]; Tau fluor counter: -2%; GAA glycogen mod: -1%

What do the screens show for `Cc1ccc(S(C)(=O)=NC(=O)c2cc(C)on2)cc1` (configuration not stated)?
GAA inhib: 3%; Tau fibril ThT: -8%; Tau FP inhib: -10%; aGal spleen mod: -6%; GAA spleen mod: -4%; HTT cytoprotect: 1%[10 µM]; Tau fluor counter: -14%; GAA glycogen mod: -3%

What do the screens show for `CCCNC(=O)c1ccc(CN2CCOCC2)cc1`?
GAA inhib: 15%; Tau fibril ThT: 5%; Tau FP inhib: 9%; aGal spleen mod: -8%; GAA spleen mod: -4%; HTT cytoprotect: 3%[10 µM]; Tau fluor counter: 11%; GAA glycogen mod: 26%
